hK5 inh = blocks human kallikrein 5 protease activity; Q9Y337; recombinant hK5, fluorogenic AMC substrate cleavage; inhibition, % at 5 µM; hit rate 0.59% among 210,000;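 active = inhibition of 40% or more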;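 note: 0% = enzyme controls without compound and 100% = no-enzyme blanks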
Target sequence (Q9Y337 67-293 limits assumed): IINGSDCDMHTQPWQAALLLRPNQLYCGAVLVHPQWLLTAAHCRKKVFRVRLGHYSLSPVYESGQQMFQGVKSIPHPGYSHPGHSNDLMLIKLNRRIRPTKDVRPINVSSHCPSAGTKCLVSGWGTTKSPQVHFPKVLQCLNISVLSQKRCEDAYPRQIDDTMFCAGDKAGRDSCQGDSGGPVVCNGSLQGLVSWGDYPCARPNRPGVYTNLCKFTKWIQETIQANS
PERK inh = inhibitors of human PERK kinase | Q9NZJ5 | CHO PERK-DD fusion, SEAP luminescence translation reporter | inhibition, % at 5.6 µM | hit rate 0.17% among 220,000;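 active = inhibition above the mean inhibition of all tested compounds plus 3 SD, set separately per screening campaign, cut at about 2.9% in these data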;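 note: PERK kinase domain activated by AP20187 dimerizer at 100 nM; 0% = DMSO with dimerizer and 100% = rapamycin at 8.4 µM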
FXIa inh 1536 = blocks human coagulation factor XIa protease activity; P03951; purified FXIa, Boc-Glu-Ala-Arg-AMC fluorogenic substrate; inhibition, % at 5 µM; AID 798; hit rate 0.14% among 220,000;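 active = inhibition of at least 40%; inactive = inhibition below 40%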;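 note: fluorescence of freed AMC excited at 355 nm; 0% = enzyme without compound and 100% = no enzyme blank; many of its hits are not listed in these tables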
Furin inhibitor = inhibitors of human furin; purified furin, fluorogenic substrate cleavage; inhibition, % at 30 µM; hit rate 0.061% among 220,000; in the data active = inhibition above about 25%; note: inactives centre near -15
p97 ATPase inh = blocks human p97 ATPase activity; inhibition, % at 8 µM; hit rate 0.42% among 220,000; recombinant p97 ATPase, Kinase-Glo ATP luminescence, 3 h; P55072; in the data active = inhibition above about 15%;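 note: 0% = DMSO vehicle and 100% = wells lacking enzyme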
Target sequence (P55072 whole entry, looked up): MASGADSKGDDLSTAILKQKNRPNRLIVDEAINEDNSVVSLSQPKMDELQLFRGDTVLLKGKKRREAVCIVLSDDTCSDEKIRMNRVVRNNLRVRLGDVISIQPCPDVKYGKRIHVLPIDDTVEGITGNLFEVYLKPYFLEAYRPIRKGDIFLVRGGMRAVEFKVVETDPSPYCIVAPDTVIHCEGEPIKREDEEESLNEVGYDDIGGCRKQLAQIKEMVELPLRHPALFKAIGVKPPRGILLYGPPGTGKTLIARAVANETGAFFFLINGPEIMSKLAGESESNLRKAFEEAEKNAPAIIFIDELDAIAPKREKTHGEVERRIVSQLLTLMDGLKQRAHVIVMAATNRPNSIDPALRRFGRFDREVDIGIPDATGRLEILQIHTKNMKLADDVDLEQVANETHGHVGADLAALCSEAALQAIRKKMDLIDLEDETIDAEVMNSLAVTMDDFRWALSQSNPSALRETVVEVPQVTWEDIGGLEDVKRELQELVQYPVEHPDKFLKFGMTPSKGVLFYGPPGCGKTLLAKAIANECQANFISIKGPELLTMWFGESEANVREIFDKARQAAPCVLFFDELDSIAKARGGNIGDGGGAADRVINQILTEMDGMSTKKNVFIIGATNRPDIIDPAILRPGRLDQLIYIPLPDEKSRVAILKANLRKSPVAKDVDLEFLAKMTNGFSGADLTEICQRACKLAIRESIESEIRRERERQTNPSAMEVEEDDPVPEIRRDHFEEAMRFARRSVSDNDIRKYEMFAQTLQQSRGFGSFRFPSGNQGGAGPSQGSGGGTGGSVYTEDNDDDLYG
Wee1 stabilizer = blocks degradation of human Wee1 kinase | HeLa Luc-Wee1K328M stability, luciferase luminescence; 100% = proteasome inhibitor MG132 effect | hit rate 1.2% among 220,000 | AID 1321 | reporter increase, % at 5 µM;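 active = activation above the mean of all tested compounds plus 3 SD, set per screening run, cut at about 8.8% in these data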;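 note: cells exposed to compound for 20 h before luminescence read; 0% = DMSO alone and 100% = MG132 at 30 µM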
Cl transport mod = modulates chloride dependent transport by human KCC2 | KCC2 cells, thallium flux FluoZin-2 fluorescence | B-score of Tl+ flux slope (higher = more flux/activation; lower = inhibition) at 10 µM | AID 1456 | hit rate 2.2% among 190,000;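 active = thallium flux slope and its plate-corrected score both differing from the plate sample mean at a set confidence after two filtering rounds, in either direction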;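 note: slope of fluorescence scaled to starting intensity during 10 to 20 s after thallium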
FXIIa inh = factor XIIa (human) inhibition. P00748. purified FXIIa, Boc-QGR-AMC fluorogenic substrate, 2 h. inhibition, % at 5 µM. hit rate 0.3% among 220,000. AID 800; in the data active = inhibition above about 40%;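 note: 0% = enzyme with no compound and 100% = blank without enzyme; many of its hits are not listed in these tables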
Thrombin inh = inhibitors of human thrombin; P00734; alpha-thrombin, Boc-VPR-AMC fluorogenic substrate cleavage; inhibition, % at 5 µM; hit rate 0.26% among 220,000;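 active = inhibition at or above 40%; inactive = inhibition below 40%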;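 note: 0% = enzyme with no compound and 100% = wells without enzyme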
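Assay system: human alpha-thrombin enzyme. Reagent: Boc-VPR-AMC substrate, 15 µM final. Compound dosing: one concentration per compound, 5 µM, with 0.2% DMSO. Incubation: room-temperature reaction. Technique: AMC fluorescence, 355/460 nm. Measure: % inhibition relative to enzyme controls and enzyme-free blanks.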
* = called active by the depositor; / = no result given; [ ] = another dose, or the depositor's remark.

Screens in order: FXIa inh 1536	hK5 inh	FXIIa inh	p97 ATPase inh	Wee1 stabilizer	PERK inh	Thrombin inh	Cl transport mod	Furin inhibitor
- C#CCOCCOCCOCCNc1nc(N2CCN(C(=O)[C@H](CCC(=O)O)n3cc(C(N)Cc4ccc(O)cc4)nn3)CC2)nc(N2CCN(C(=O)[C@H](CCC(=O)O)n3cc(C(N)CC(C)C)nn3)CC2)n1 (stereo partly specified)
  -4.8	-4.1	7.2	-5.2	-1.4	0.6	-3.6	0.555	-15.5
- CC(=O)NS(=O)(=O)c1ccc(N=NN2CCCCCC2)cc1
  -0.9	-4.0	4.2	6.8	-4.1	1.2	-9.8	0.229	-7.9
- CCN(c1ccccc1)S(=O)(=O)c1ccc(Cl)c(C(=O)OCC(=O)c2[nH]c(C)c(C(C)=O)c2C)c1
  -8.7	-20.6	-0.8	-5.0	1.9	-1.2	-3.3	-0.675	-4.5
- S=c1[nH]c2ccc3ccccc3c2[nH]1
  1.8	3.8	8.8	1.7	-1.1	-0.3	2.2	-0.941	-13.6
- CCOC(=O)c1c(N)sc(C(=O)N(C)C)c1C
  1.5	-15.9	13.1	5.2	-2.4	0.9	0.4	0.961	-25.6
- COc1ccc(CC(=O)OCC(=O)Nc2cccc(Br)c2)cc1
  -10.1	-3.7	4.0	-6.7	-2.2	0.0	-20.6	0.0174	-14.1
- CS(=O)(=O)N(CC(=O)NC1CCCCCC1)Cc1ccc(Cl)cc1
  1.2	-4.0	18.3	-1.3	-3.0	-0.1	3.1	/	-22.1[20 µM]
- Nc1c(C(=O)NCc2ccc(F)cc2)c2nc3ccccc3nc2n1CCCN1CCOCC1
  -7.4	-127.8	-5.2	-2.9	3.7	-1.3	-8.0	0.149	-22.7[20 µM]
- O=C(CC1CS(=O)(=O)CC1CC(=O)Nc1ccc2c(c1)OCCO2)Nc1ccc2c(c1)OCCO2 (stereo unspecified)
  -8.2	-2.4	7.9	1.9	-5.2	-0.6	-9.4	/	-15.5
- O=C(NCc1ccccc1)C1=C[C@@H](C2CC2)C[C@@H](OCCCCO)O1
  -1.3	-4.1	2.6	11.4	-2.8	1.1	-4.0	0.0853	-20.7
- O=C(Nc1nc2cc3c(cc2s1)OCCO3)c1ccc(N2C(=O)CCC2=O)cc1
  2.2	2.2	9.7	2.7	-2.5	0.9	4.2	1.67	-31.6
- COc1ccc2nc(N=Nc3ccc(N(C)C)cc3)sc2c1
  3.7	-4.8	14.1	1.9	-1.0	1.5	1.1	0.109	-3.5[20 µM]
- O=C(Nc1ncn[nH]1)c1c(Cl)ccc(Cl)c1Cl
  -4.7	1.6	2.8	3.2	0.4	0.0	-6.7	-0.339	5.1[20 µM]
- CC(=O)NS(=O)(=O)c1ccc(NC(=O)c2ccc(Br)o2)cc1
  -10.2	-2.7	17.4	1.9	-1.5	0.5	-0.3	/	-19.3[20 µM]
- COc1ccccc1NC(=O)c1ccc(NC(=O)CSc2ncn[nH]2)cc1
  7.0	-7.9	14.3	5.7	-2.0	0.8	2.9	0.141	-25.5
- Cc1ccc(C)n1CCN1CCN(C(=O)CSc2nc3ccccc3nc2N2CCOCC2)CC1
  2.6	-3.4	17.1	2.0	-1.2	0.0	5.2	-0.81	2.6
- CCCn1c(SCC(=O)Nc2c(C)cccc2CC)nnc1C(C)C
  -18.2	-30.1	-16.2	8.1	4.5	-1.0	-3.3	0.526	-15.9
- COc1ccccc1NC(=O)c1oc2ccccc2c1NC(=O)c1ccco1
  0.5	-6.9	10.9	-5.8	-0.4	-1.2	1.3	/	-19.0
- O=C(c1cn(-c2ccccc2)nc1-c1cccc(Br)c1)N1CCOCC1
  -4.8	-0.7	/	-2.8	-1.1	0.4	-8.8	-1.06	-8.5
- Cc1nc(C)c(-c2ccn(S(=O)(=O)c3ccc(Cl)cc3)n2)o1
  5.0	3.4	8.8	4.5	6.5	-0.8	-3.8	/	5.9
- Cc1cccc(Nc2c([N+](=O)[O-])c(=O)oc3ccccc23)c1
  2.7	3.3	6.4	5.6	0.2	1.6	-0.2	-1.63	-13.9
- CN(Cc1ccccc1)C(=O)c1nc2ccccn2c1CNCCCOc1cccnc1
  -3.0	-0.1	5.1	-2.4	-4.7	-0.6	-5.3	0.388	-18.6
- O=C(CN(Cc1cccs1)C(=O)CCC(=O)Nc1ccccn1)NCc1ccccc1
  -6.3	-4.2	-0.6	3.3	-1.0	0.4	-13.9	-2.01	-22.9
- Nc1ccc(-c2nc3ccc(N)cc3o2)cc1
  2.5	-66.5	-24.1	-1.2	1.9	0.1	-33.0	0.149	-213.1
- Cc1cccc(NC2=NC3(CCCCC3)N=C(N)N2)c1C
  20.1	1.6	26.7	1.1	-1.6	-0.3	-1.9	/	-9.9
- NC(=S)NNC(=O)COc1ccccc1O
  1.7	-17.8	12.4	-0.9	3.6	1.2	1.4	-0.221	-24.4
- CCCCn1c(N)c(-c2nc3ccccc3o2)c2c([N+](=O)[O-])nn(CC)c(=O)c21
  17.3	-5.4	11.6	2.0	-1.5	1.3	2.9	0.193	-23.1
- CN(CC(=O)N1CCN(c2ccccn2)CC1)S(=O)(=O)c1ccccc1
  2.1	-4.3	15.4	-1.5	-2.5	0.3	2.9	0.107	-25.3[20 µM]
- O=C(NCc1cccnc1)c1ccccc1-c1ccccc1
  -3.2	-17.6	-1.6	-0.3	-1.0	0.5	0.7	0.363	-21.2
- FC(F)(F)c1ccccc1NC(=S)N1CCN(c2ncccn2)CC1
  0.1	-11.9	14.9	0.3	-1.0	1.0	0.6	0.207	-11.8
- CCc1ccc(O)c(N=Cc2cccc(C)c2O)c1
  -1.2	-5.0	4.3	2.4	-2.1	1.1	-5.6	-0.734	-14.7
- Cc1cc(N/N=C/c2ccccc2O)nc(-c2ccccc2O)n1
  8.6	-17.2	4.9	0.3	-0.7	0.2	-5.6	0.427	-9.2
- Cn1nc(-c2ccc(Cl)cc2)cc1NC(=O)CSCC(=O)O
  -1.9	-5.3	-1.4	6.6	-2.2	1.2	-9.5	0.369	-14.6
- NC(=O)c1c(Nc2nc3c(F)cccc3s2)sc2c1CCCC2
  3.2	-6.0	1.8	8.9	0.7	-0.1	-5.0	-0.0899	-6.6
- O=C(Nc1ccc(Cl)c(Cl)c1)C1=Cc2ccccc2OC1
  -0.7	8.3	-5.7	-1.1	5.7	1.0	0.0	-0.224	-21.3[20 µM]
- Cc1ccc(NC(=O)Cn2sc3nc(C)cc(C)c3c2=O)c(Cl)c1
  1.5	1.1	8.1	2.5	-3.3	1.6	-4.1	-0.548	-10.3
- CC1CCN(C(NC(=O)c2ccco2)C(=O)c2ccccc2)CC1 (stereo unspecified)
  3.4	8.6	11.9	4.3	0.4	2.0	3.7	-0.129	-21.9[20 µM]
- Cc1cc(/C=C(\C#N)C(=O)Nc2ccc(Cl)cc2)c(C)n1-c1ccc(N2CCOCC2)c([N+](=O)[O-])c1
  12.2	-4.5	19.8	-1.4	-2.1	0.8	3.5	-1.67	-6.7
- CCN(CC)CCN(C(=O)c1ccc(CN2CCCCC2)o1)C(C(=O)NC1CCCCC1)c1ccc(F)cc1 (stereo unspecified)
  -3.2	-2.8	-0.6	2.2	11.4*	0.2	5.8	-0.272	-37.0
- Cc1cnc(NC(=O)CSc2nnc(-c3ccccc3)n2Cc2ccccc2)s1
  -0.1	12.3	9.5	0.1	-1.2	-2.1	-3.8	0.255	-10.9[20 µM]

Reprinted at random: 3 records from the list
Screens in order: FXIa inh 1536	hK5 inh	FXIIa inh	p97 ATPase inh	Wee1 stabilizer	PERK inh	Thrombin inh	Cl transport mod	Furin inhibitor
- Cc1cnc(NC(=O)CSc2nnc(-c3ccccc3)n2Cc2ccccc2)s1
  -0.1	12.3	9.5	0.1	-1.2	-2.1	-3.8	0.255	-10.9[20 µM]
- CC1CCN(C(NC(=O)c2ccco2)C(=O)c2ccccc2)CC1 (stereo unspecified)
  3.4	8.6	11.9	4.3	0.4	2.0	3.7	-0.129	-21.9[20 µM]
- CCN(CC)CCN(C(=O)c1ccc(CN2CCCCC2)o1)C(C(=O)NC1CCCCC1)c1ccc(F)cc1 (stereo unspecified)
  -3.2	-2.8	-0.6	2.2	11.4*	0.2	5.8	-0.272	-37.0

(list continues)
Screens in order: FXIa inh 1536	hK5 inh	FXIIa inh	p97 ATPase inh	Wee1 stabilizer	PERK inh	Thrombin inh	Cl transport mod	Furin inhibitor
- COc1ccc(/C=N/NC(=O)CSCC(=O)Nc2ccccc2)cc1
  -1.1	0.0	3.1	3.1	-2.6	-0.7	-8.3	0.655	-12.6
- CCOC(=O)Cn1c(=O)oc2cc(S(=O)(=O)N3CCCc4ccccc43)ccc21
  2.5	0.7	10.8	-5.8	2.8	0.5	1.2	-0.301	-13.4
- Cc1cccc(-c2nnc(NC(=O)c3ccc(N4C(=O)CCC4=O)cc3)s2)c1
  10.0	-7.6	11.2	7.2	-1.6	0.6	3.5	0.459	-12.0
- CCn1c(Cc2ccccc2)nnc1SCC(=O)Nc1ccccc1F
  -3.1	-1.4	3.7	1.4	7.1	0.7	-2.6	-1.25	-1.2
- COc1ccc(NS(=O)(=O)c2ccc3c(c2)Cc2ccccc2-3)cn1
  2.9	7.8	-3.9	-2.7	-1.2	1.4	-1.9	-0.943	-16.8[20 µM]
- CN=C1C([N+](=O)[O-])=CC=C2C1=NC1(CCCCC1)N2O
  11.7	0.1	17.7	2.6	-2.5	0.6	3.5	-0.522	-8.0
- Oc1ccccc1/C=N/NC(=S)NC1CC2C=CC1C2 (stereo unspecified)
  2.0	-8.8	9.3	1.6	3.3	1.0	0.9	18.3*	4.8
- Cc1ccc(C(=O)NC2CC(C)(C)NC(C)(C)C2)cc1C
  -7.0	0.7	6.4	2.7	11.9*	-0.3	0.0	1.3	-29.7
- COc1ccc(CCNC(=O)CN2CCN(Cc3ccccc3F)C2=O)cc1OC
  0.2	-0.4	5.1	3.3	-3.1	-1.6	-2.1	0.0389	-21.5
- COc1ccc(C2CC(=O)N3CN(c4ccccc4F)CSC3=C2C#N)cc1OC (stereo unspecified)
  -1.4	-13.6	8.9	2.8	3.4	0.6	-3.0	/	-24.8
- CCOC(=O)c1c2c3c(c(Cl)ccc3[nH]c1=O)C(=O)c1ccccc1-2
  -0.2	3.3	/	-0.1	4.2	0.0	-0.4	-0.659	-24.9
- O=C(CNC(=O)c1ccco1)OCC(=O)c1ccc(Cl)cc1Cl
  -3.8	-2.0	5.2	4.7	-1.0	0.7	-10.8	/	-24.6
- COc1ccc(-n2c(C(C)(C)C)csc2=Nc2c(C)n(C)n(-c3ccccc3)c2=O)cc1
  11.3	-11.4	10.3	2.1	-0.6	-0.2	-0.6	0.187	-11.2
- CCOC(=O)C1C(=O)CC(C)(O)C(C(=O)OCC)C1c1ccc2c(c1)OCO2 (stereo unspecified)
  /	/	/	-1.0	-0.5	0.4	/	-0.354	-27.9[20 µM]
- CC(C)C1C(C#N)=C(N)Oc2n[nH]c(-c3ccccc3)c21 (stereo unspecified)
  4.6	5.2	17.4	-0.7	2.3	0.2	2.4	-0.198	-24.5[20 µM]
- Cc1cccc(NC(=O)C2=C(O)c3ccccc3N(C)S2(=O)=O)c1
  -5.0	-13.7	12.6	3.1	-1.8	-0.7	-6.0	-0.729	-6.7[20 µM]
- CCOc1cc(/C=C2\C(=O)N(c3nc(-c4ccc(Br)cc4)cs3)N=C2c2ccccc2)ccc1O
  5.2	17.7	17.3	3.4	1.7	0.8	4.2	/	-17.6[20 µM]
- CCN(CC)C(=O)CCNS(=O)(=O)c1ccc(C)cc1
  1.9	-0.6	14.5	1.6	0.3	0.2	-0.1	-0.231	-9.8[20 µM]
- c1ccc2oc(-c3ccc4nc[nH]c4c3)nc2c1
  8.5	-11.9	11.5	1.3	3.1	0.8	0.5	-0.643	-16.5[20 µM]
